Tb PGK inh = qHTS Assay to Find Inhibitors of Phosphoglycerate Kinase; Phosphoglycerate kinase, glycosomal (Trypanosoma brucei brucei), P07378; PGK/GAPDH coupled, Kinase-Glo luminescence, 60 min; Potency, µM (series often up to 57.5 µM), for the others: top-dose activity change, negative = inhibition, hits mostly inhibitors; hit rate 0.043% among 380,000; also: potency is read from the fitted curve at half-maximal effect; % is scaled to controls: 0 for no effect and ±100 for the full control effect; nearly all actives have a fitted effect of over 60% in size
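Recombinant glycosomal PGK reaction used 1,3-bisphosphoglycerate generated in-well by GAPDH (100nM final) in 100mM TEA pH 7.6, 5mM MgCl2, 0.01% Tween-20. After 60 minutes at room temperature, ATP was read by Kinase-Glo Plus luminescence end-point.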
JMJD2A Tudor = qHTS Assay for Inhibitors of JMJD2A-Tudor Domain; Lysine-specific demethylase 4A (Homo sapiens), O75164; AlphaScreen JMJD2A-Tudor / H3K4me3 peptide binding; Potency, µM (doses to about 114 µM), for the others: at the highest dose activity change, negative = inhibition, most hits filed as inhibitors; hit rate 4.4% among 390,000; AID 504339, 2011; also: potency is read from the fitted curve at half-maximal effect; % is scaled to controls: 0 for no effect and ±100 for the full control effect; nearly all actives have a fitted effect of over 50% in size
BAZ2B block = qHTS Assay for Inhibitors of BAZ2B. AlphaScreen BAZ2B-H3K14Ac peptide displacement. Potency, µM (titrated, usually from 114 µM), without a hit: top-dose activity change, negative = inhibition, usual class: inhibitors. hit rate 4.4% among 360,000; also: potency is read from the fitted curve at half-maximal effect; % is scaled to controls: 0 for no effect and ±100 for the full control effect; nearly all actives have a fitted effect of over 60% in size
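Complex of BAZ2B and biotin-H3K14Ac (50 nM apiece) forms over 30 min at RT, then faces library compounds up to 110 uM for another 30 min; AlphaScreen beads added, 20 min dark incubation, luminescence read.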
GLS inh = qHTS for Inhibitors of Glutaminase (GLS); Glutaminase kidney isoform, mitochondrial (Homo sapiens), O94925; GLS enzymatic activity, qHTS titration; Potency, µM (series often up to 45.5 µM), for the others: top-dose activity change, negative = inhibition, most hits filed as inhibitors; hit rate 0.21% among 410,000; AID 624170, 2012; also: potency is read from the fitted curve at half-maximal effect; % is scaled to controls: 0 for no effect and ±100 for the full control effect
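Human kidney-isoform GLS in 45 mM KH2PO4 pH 8.2, 0.02% Tween-20, with compound, started with 1mM L-Glutamine (added stock). Glutamate oxidase/HRP/Amplex red coupled fluorescence read at start and after 30 min at RT.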
Pol eta inh = qHTS for Inhibitors of Polymerase Eta; DNA polymerase eta (Homo sapiens), Q9Y253; recombinant Pol eta, fluorescent DNA replication assay; Potency, µM (titrated, usually from 114 µM), without a hit: top-dose activity change, negative = inhibition, most hits filed as inhibitors; hit rate 1.2% among 390,000; AID 588591, 2011; also: potency is read from the fitted curve at half-maximal effect; % is scaled to controls: 0 for no effect and ±100 for the full control effect
Target sequence (Q9Y253 whole entry, looked up): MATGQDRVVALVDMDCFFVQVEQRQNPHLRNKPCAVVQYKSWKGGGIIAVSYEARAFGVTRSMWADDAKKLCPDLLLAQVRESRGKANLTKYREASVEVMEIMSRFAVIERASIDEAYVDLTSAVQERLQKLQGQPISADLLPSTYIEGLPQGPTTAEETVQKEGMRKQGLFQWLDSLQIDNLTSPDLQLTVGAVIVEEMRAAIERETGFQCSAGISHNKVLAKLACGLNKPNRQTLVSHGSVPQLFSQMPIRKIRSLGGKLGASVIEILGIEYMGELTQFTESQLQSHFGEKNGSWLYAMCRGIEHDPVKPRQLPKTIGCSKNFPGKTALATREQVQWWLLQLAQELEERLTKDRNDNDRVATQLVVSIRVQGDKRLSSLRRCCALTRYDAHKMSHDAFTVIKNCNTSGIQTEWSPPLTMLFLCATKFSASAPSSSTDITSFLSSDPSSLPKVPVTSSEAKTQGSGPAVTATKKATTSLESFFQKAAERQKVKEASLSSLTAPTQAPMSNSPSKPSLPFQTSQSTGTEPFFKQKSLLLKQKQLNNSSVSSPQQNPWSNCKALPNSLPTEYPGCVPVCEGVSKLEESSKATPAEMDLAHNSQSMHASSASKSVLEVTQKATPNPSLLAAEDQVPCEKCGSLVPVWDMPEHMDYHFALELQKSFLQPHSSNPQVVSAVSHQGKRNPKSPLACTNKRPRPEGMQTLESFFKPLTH
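Pol eta at 10 nM preincubated with compounds 15 min at room temperature; reaction started with fluorescent substrate (50 nM final) and read kinetically at 0 and 10 min.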
Pin1 inhibitor = qHTS Assay to Find Inhibitors of Pin1; hit rate 0.009% among 390,000; Peptidyl-prolyl cis-trans isomerase NIMA-interacting 1 (Homo sapiens), Q13526; Potency, µM (doses to about 115 µM), for the others: top-dose activity, negative = inhibition, usual class: inhibitors; Pin1 FP peptide displacement, HiFluor488, 10 min; active = well fitted inhibition curve with a large enough effect in the polarisation, with a control signal flat, not every such curve was filed as active; inconclusive = small, poorly fitted or top-dose-only effect, or effect the other way, or a change in a side signal; inactive = no such curve, though single readings can be large or run the other way; the % refers to the polarisation; also: potency is read from the fitted curve at half-maximal effect; % is scaled to controls: 0 for no effect and ±100 for the full control effect
Target sequence (Q13526 whole entry, looked up): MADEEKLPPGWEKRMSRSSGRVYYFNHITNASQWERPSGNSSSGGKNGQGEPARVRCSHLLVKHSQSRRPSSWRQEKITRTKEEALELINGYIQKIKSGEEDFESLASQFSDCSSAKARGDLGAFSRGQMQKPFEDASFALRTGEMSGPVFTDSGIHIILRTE
HP1b binding inh = HTS for Inhibitors of HP1-beta Chromodomain Interactions with Methylated Histone Tails; Chromobox protein homolog 1 (Homo sapiens), P83916; AlphaScreen HP1-beta / biotin-H3K9me3 peptide binding; Potency, µM (top dose mostly 114 µM), for the others: at the top dose activity change, negative = inhibition, usual class: inhibitors; hit rate 0.56% among 390,000; AID 540317, 2011; also: potency is read from the fitted curve at half-maximal effect; nearly all actives have a fitted effect of over 70% in size; inactives centre near 23
Target sequence (P83916 whole entry, looked up): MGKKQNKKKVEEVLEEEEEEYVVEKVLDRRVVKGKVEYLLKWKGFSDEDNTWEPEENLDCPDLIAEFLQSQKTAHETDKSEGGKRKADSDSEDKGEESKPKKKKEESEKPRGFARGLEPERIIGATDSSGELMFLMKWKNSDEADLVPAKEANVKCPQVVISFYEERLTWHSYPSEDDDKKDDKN
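AlphaScreen: HP1-beta (50 nM) preformed 30 min with biotin-H3(1-18)K9me3 peptide (50 nM) in PBS pH 7.4, 0.01% Tween-20. Compound added for 30 min at RT, then streptavidin donor/nickel chelate acceptor beads (10 ug/mL) for 30 min.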
G9a inh = qHTS Assay for Inhibitors of Histone Lysine Methyltransferase G9a. G9a H3K9 monomethylation, AlphaScreen, 2 h. Potency, µM (highest dose often 102 µM), inactives show at the highest dose activity, negative = inhibition, actives largely listed as inhibitors. hit rate 8.8% among 350,000. Histone-lysine N-methyltransferase EHMT2 (Homo sapiens), Q96KQ7; also: potency is read from the fitted curve at half-maximal effect; % is scaled to controls: 0 for no effect and ±100 for the full control effect; nearly all actives have a fitted effect of over 75% in size
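Signal arises when biotinylated H3K9 peptide, once monomethylated, bridges streptavidin donor and antibody-captured acceptor beads. Enzyme at 20 nM was preincubated 15 min with test compounds; peptide 500 nM and SAM 20 uM then reacted for 2 h.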
PI4K2A inh = qHTS for small molecular inhibitors of PI4K2A; activity change, negative = inhibition, % at 76.9 µM; Phosphatidylinositol 4-kinase type 2-alpha (Homo sapiens), Q9BTU6; AID 1346378, 2018; purified PI4K2A, ADP-Glo luminescence, 1 h; active compounds read low; hit rate 0.13% among 420,000; in the data active = activity change below about -50%; inconclusive = mostly about -30% to -49%;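 also: -100% = wells without enzyme as full effect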
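ADP-Glo luminescence measured ADP generated by PI4K2A enzyme (4 ug/mL before mixing) with 1.2 mM PI substrate (pre-mix) and 300 microM ATP (pre-mix). Tris pH7.5 buffer with MgCl2, Triton X-100; 1 h reaction at ambient temperature.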
The depositor's hits bear a star; i = inactive; ? = inconclusive; / = no result given; & = joins results of further samples; [ ] = another dose, or the depositor's remark. Unless noted, calls follow the shape of the dose curve; as a rule, active = well fitted curve in the direction sought with a large enough effect; inconclusive = small, poorly fitted or top-dose-only effect, or another doubt; inactive = no such curve, though single readings can be large; an effect the other way counts as inactive or inconclusive. This is a subset; the hit share may differ from the screen's.

SMILES	Tb PGK inh	JMJD2A Tudor	BAZ2B block	GLS inh	Pol eta inh	Pin1 inhibitor	HP1b binding inh	G9a inh	PI4K2A inh
CC1(C)CC(=O)c2cnc(N3CCc4ccccc43)nc2C1	0%	142%[activator]	59%[activator]	0%	-8%	6%	182%[activator]	84%[activator]	-8
Cc1ccc(S(=O)(=O)NCC(c2ccco2)S(=O)(=O)c2ccccc2)cc1 (centres undefined)	i	-15%	-12%	2%	-2%	-2%	13%	-22%	0
Cc1ccc(C)c(OCCCCN2CCNCC2)c1C	-1%	-23%	-22%	-1%	-5%	4%	54%	?	0
COc1ccc([C@@H]2C[C@H]3[C@@H](CN2S(=O)(=O)c2ccccc2)C(=O)C[C@@H](c2cccc4ccccc24)N3S(=O)(=O)c2ccc(C)cc2)cc1	-7%	/	/	1%	-11%	/	/	/	-4
Cc1ccccc1-n1nc(CO)c(C(=O)NCC(c2ccccc2)c2ccccc2)n1	-3%	3%	12%	4%	-10%	1%	63%[activator]	20%[59 µM]	-1
COc1ccc(OC)c(CNC(=O)CCC(=O)N2Cc3ccccc3Oc3ncccc32)c1	-9%&-7%	-34%&-4%	-6%	2%&-1%	?	?	9%&90%	-2%[59 µM]	5&-1
CCn1c(=O)c2sccc2n2c(CCCC(=O)N3CCN(c4cc(C)ccc4C)CC3)nnc12	10%	-1%	-16%	3%	-8%	-3%	30%	4%[59 µM]	-1
CCC(CC)c1nnc(NC(=O)C2CCN(C(=O)c3ccco3)CC2)s1	-7%	-33%	-18%	0%	-13%	4%	?	4µM*	-1
O=C(NCCc1ccccc1)c1cc(Sc2cccc(Cl)c2)nc2ccccc12	-3%	6%	16%	1%	-9%	2%	41%	21%[59 µM]	-5
O=C(Cn1c(-c2cccs2)cc2ccccc21)NCCCN1CCN(c2ccc(F)cc2)CC1	6%	?	10%	9%	?	7%	31%	-3%[59 µM]	2
CCOC(=O)CC1=CCc2c1ccc(OC)c2OC	-3%	-6%	/	1%	-8%	-7%	21%	/	7
COc1ccccc1N(C)S(=O)(=O)c1ccc(Cl)c(C(=O)NCc2cccnc2)c1	-9%	-8%	7%	2%	-17%	-4%	14%	1%	0

Quoted from the entries so far, 2 compounds:
SMILES	Tb PGK inh	JMJD2A Tudor	BAZ2B block	GLS inh	Pol eta inh	Pin1 inhibitor	HP1b binding inh	G9a inh	PI4K2A inh
O=C(NCCc1ccccc1)c1cc(Sc2cccc(Cl)c2)nc2ccccc12	-3%	6%	16%	1%	-9%	2%	41%	21%[59 µM]	-5
O=C(Cn1c(-c2cccs2)cc2ccccc21)NCCCN1CCN(c2ccc(F)cc2)CC1	6%	?	10%	9%	?	7%	31%	-3%[59 µM]	2

Other entries
SMILES	Tb PGK inh	JMJD2A Tudor	BAZ2B block	GLS inh	Pol eta inh	Pin1 inhibitor	HP1b binding inh	G9a inh	PI4K2A inh
N#Cc1ccc(CSc2nnc(NC(=O)C3CC(=O)N(c4ccc5c(c4)OCCO5)C3)s2)cc1 (centres undefined)	-9%	2%	?	0%	-13%	-16%	30%	?	5
O=C(COc1ccccc1Cl)Nc1ccc(C(=O)O)cc1NC(=O)COc1ccccc1Cl	-7%	-12%	-5%	12%	1%	-14%	1%	0%[12.7 µM]	2
CC(C)C(NC(=O)c1ccc(S(=O)(=O)N2CCOCC2)cc1)c1nc2ccccc2[nH]1 (centres undefined)	-2%	-5%	-1%	0%	-13%	10%	30%	0%[0.501 µM]	5
Cc1cc(C)c(NC(=O)CN2C(=O)NC3(CCc4ccccc43)C2=O)c(Cl)c1 (centres undefined)	-1%	-17%	/	1%	-18%	-1%	19%	/	2
CN1CCC(N(C)C(=O)c2ccc(Cl)c(S(=O)(=O)N3CCOCC3)c2)CC1	-1%	-2%	-4%	-5%	-5%	-9%	13%	?	-8
Cc1cc(-n2cnc(-c3cn(C)nc3C)n2)no1	-2%	-12%	2%	-10%	4%	4%	15%	-8%	3
O=C(O)CCn1cnc2onc(-c3ccccc3Cl)c2c1=O	?	50µM*	50µM*	-14%	-4%	-11%	?	?	-5
Fc1ccc(NC(=S)N2CCOCC2)cc1Cl	-9%	-11%	-13%	0%	-12%	-5%	52%[activator]	0%	6
CC(C)CN(C(=O)CC1OC(=O)c2ccccc21)c1c(N)n(Cc2ccccc2)c(=O)[nH]c1=O (centres undefined)	-4%	-1%	10%	-2%	-2%	2%	39%	56µM*	3
Cc1cccc(CCN2C(Nc3ccccc3)=NC[C@@H]2CC(C)C)c1	i	-17%	3%	3%	-6%	-1%	24%	-4%[2.33 µM]	-4
COc1ccc(Cn2nnnc2C(c2cc3ccc(OC)cc3[nH]c2=O)N2CCC(C)CC2)cc1 (centres undefined)	-7%	-15%	-31%	-10%	-20%	?	7%	?	1
CC1CCCc2sc3nc(N4CCN(CCO)CC4)n4ncnc4c3c21 (centres undefined)	1%	?	-30%	21%	-11%	3%	-14%	-1%[59 µM]	2
CCOC(=O)C[C@H]1c2ccccc2S(=O)(=O)N1Cc1cccc(C(F)(F)F)c1	1%	14%	/	5%	-8%	?	61%[activator]	/	-1
O=C(NC1CSCC1OC(=O)c1ccccc1)c1ccccc1 (centres undefined)	i	-19%	-23%	5%	-22%	-2%	34%	-16%[12.7 µM]	-2
Cc1ccc(C)c(CN2CCN(c3ncccn3)CC2)c1	-8%	20µM*	?	10%	2%	1%	?	/	-2
Cc1ccc(NC(=O)CCCN2C(=O)COc3ccc(C)cc32)c(Cl)c1	/	-6%	-7%	-13%	/	8%	15%	4%[59 µM]	-1
Cc1c(C(=O)N2CCN(c3ccc(C(F)(F)F)cn3)CC2)oc2ccccc12	i	-15%[11.4 µM]	5%	5%	-8%	-2%	19%	10%	1
COc1ccc(CC(C(=O)Nc2cc(C)ccc2C)/C(N)=N/O)cc1 (centres undefined)	0%	-8%	6%	2%	-4%	-1%	10%	6%[12.7 µM]	1
COC(=O)c1sc(NC(=O)CSc2nnnn2-c2cccc(OC)c2)nc1C	-10%	-16%	1%	-11%	7%	9%	33%	?	1
O=C1C=C(c2cc3ccccc3o2)C[C@@H](c2ccc(F)cc2)C1	i	-4%	-1%	2%	-12%	5%	42%[activator]	6%[0.501 µM]	-2
COc1cc2c(cc1OC)-c1nncn1C(C)(C)C2	-4%	-13%	5%	-5%	4%	3%	24%	-33%	7
O=C(CSc1cccc(C(F)(F)F)c1)Nc1nnc(C2CC2)s1	-8%	0%	/	-4%	-11%	22%	39%[activator]	/	0
Cc1ncc(CO)c(CNc2ccc(Oc3ccccc3)cc2)c1O	-2%	?	?	26%	-11%	4%	?	71µM*	-2
NC(=O)c1ccc(N2CCC(C(N)=O)CC2)c([N+](=O)[O-])c1	0%	-16%	-8%	-4%	-2%	-2%	26%	/	5
COC(=O)N1c2ccccc2CCc2ccccc21	-8%	6%	4%	-18%	-7%	2%	20%	29%	2
C=CCOc1ccc(/C(O)=C2\C(=O)C(=O)N(CCN(C)C)C2c2cccs2)cc1 (centres undefined)	7%	-12%	-29%	-6%	-4%	-1%	26%	-2%[59 µM]	-2
CCCCC(=O)NNC(=O)N1c2ccccc2Sc2ccccc21	-4%	-32%	-33%	45%[activator]	-10%	-5%	58%[activator]	?	7
COC(=O)c1ccc(-c2noc(CN(Cc3ccncc3)CC3CCCO3)n2)cc1 (centres undefined)	6%	-16%	-29%	3%	12%	-18%	27%	?	0
CCCC(=O)Nc1nnc(S(=O)(=O)N(C)c2ccccc2)s1	-8%	-17%	?	8%	-8%	-5%	8%	-20%[59 µM]	3
O=C(NCCc1c[nH]c2ccccc12)C(F)(F)C(F)F	-9%	-16%	5%	21%	-11%	1%	-8%	-5%[59 µM]	-13
CC(C)(C)c1[nH]nc2c1C(c1ccncc1)C(C#N)=C(N)O2 (centres undefined)	-4%	-6%	2%	14%	-13%	-7%	34%	3%[12.7 µM]	-2
CCC(C)(C)C1CCc2c(sc(NC(=O)c3ccoc3C)c2C(N)=O)C1 (centres undefined)	4%	-18%	-5%	7%	0%	2%	-10%	-6%[59 µM]	3
CCOC(=O)N1CCN(C(=O)CSc2nnc(Cc3ccccc3)o2)CC1	i	-13%	-3%	-5%	-10%	3%	54%[activator]	?	-3
COc1ccccc1NC(=O)C1CCN(S(=O)(=O)c2ccc3[nH]c4c(c3c2)CCCCC4)CC1	9%	-30%	-11%	6%	-10%	8%	37%	3.5µM*	0
COc1ccccc1OCC(=O)NC1CCSc2ccccc21 (centres undefined)	-8%	-7%	1%	-5%	-14%	6%	29%	5%[12.7 µM]	-2
Cc1[nH]c2ccccc2c1C(=O)CN1C(=O)NC2(CC(C)CC(C)(C)C2)C1=O (centres undefined)	-4%	-33%	-21%	1%	-22%	2%	17%	?	1
CCOc1ccc(NC(=O)C2CCN(C(=O)NCc3ccccc3)CC2)cc1	-5%	-23%	1%	-3%	?	2%	12%	16%[59 µM]	-4
O=C(c1ccc(N2CCN(C(=O)c3ccccc3Br)CC2)cc1)c1cccc(F)c1	-8%	-5%	-29%	-8%	-15%	28%	46%[activator]	50%	-3
COc1ccc(N(C(=O)c2ccco2)C(C(=O)NC2CCCC2)c2cccs2)cc1OC (centres undefined)	1%	-3%	14%	-5%	-9%	?	17%	?	-5
